TDP1 cell noCPT: qHTS for Inhibitors of human tyrosyl-DNA phosphodiesterase 1 (TDP1): qHTS in cells in absence of CPT; hit rate 15% among 420,000; Potency, µM (highest dose often 46.2 µM), without a hit: at the top dose activity change, negative = growth inhibition, usual class: inhibitors; DT40 Tdp1-/- hTDP1 cells, no CPT, ATP luminescence, 48 h; AID 686978, 2013; note: nearly all actives have a fitted effect of over 55% in size
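Growth kinetics read by CellTiter-Glo luminescence after ≥48 hr at 37 °C. Cells: DT40 Tdp1-/- stably carrying human TDP1, 400 per well, compound exposure in the absence of CPT (DMSO vehicle).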
KAT2A inh: GCN5L2 (KAT2A) acetyltransferase inhibition; Potency, µM (top dose mostly 58.9 µM), inactives show at the highest dose activity change, negative = inhibition, hits mostly inhibitors; GCN5L2 HAT assay, ThioGlo1 CoA-SH fluorescence; AID 504327; Q92830; hit rate 0.21% among 390,000
Target sequence (Q92830 whole entry, looked up): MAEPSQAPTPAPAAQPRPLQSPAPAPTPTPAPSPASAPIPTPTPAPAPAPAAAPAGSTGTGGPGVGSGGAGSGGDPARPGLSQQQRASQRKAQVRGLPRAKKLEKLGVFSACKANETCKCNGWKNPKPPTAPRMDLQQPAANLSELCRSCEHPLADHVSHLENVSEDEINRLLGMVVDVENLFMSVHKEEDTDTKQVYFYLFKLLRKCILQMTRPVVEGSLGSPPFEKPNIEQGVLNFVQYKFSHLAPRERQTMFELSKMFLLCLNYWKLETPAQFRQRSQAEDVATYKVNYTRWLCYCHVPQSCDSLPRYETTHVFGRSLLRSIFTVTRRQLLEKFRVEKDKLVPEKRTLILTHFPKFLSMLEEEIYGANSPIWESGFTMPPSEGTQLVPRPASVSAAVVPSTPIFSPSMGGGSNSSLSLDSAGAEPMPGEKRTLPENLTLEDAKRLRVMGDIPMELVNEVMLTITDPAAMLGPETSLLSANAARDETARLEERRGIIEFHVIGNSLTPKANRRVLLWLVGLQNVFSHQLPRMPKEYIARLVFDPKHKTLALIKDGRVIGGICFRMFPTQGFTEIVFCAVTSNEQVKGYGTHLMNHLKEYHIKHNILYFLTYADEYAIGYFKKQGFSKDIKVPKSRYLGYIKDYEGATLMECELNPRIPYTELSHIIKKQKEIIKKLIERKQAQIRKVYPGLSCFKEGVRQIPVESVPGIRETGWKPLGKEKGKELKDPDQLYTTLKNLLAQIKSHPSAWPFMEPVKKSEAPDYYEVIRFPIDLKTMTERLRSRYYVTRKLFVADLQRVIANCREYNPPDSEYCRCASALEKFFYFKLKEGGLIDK
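Fluorescence readout, Ex340nm/Em540nm: ThioGlo1 (50uM final) reacts with free CoA thiol released as 20nM GCN5L2 acetylates H3(1-25) peptide (75uM) using acetyl-CoA (70uM). Compound and enzyme sat 15 min beforehand; 20 min room-temperature reaction.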
DT40 TDP1 CPT: DT40-hTDP1 cell growth loss with CPT; chicken DT40 Tdp1-/-;hTDP1 cells + 20 nM CPT, ATP luminescence, 48 h; Potency, µM (titrated, usually from 46.2 µM), inactives show top-dose activity change, negative = growth inhibition, hits mostly inhibitors; hit rate 12% among 420,000; AID 686979; note: nearly all actives have a fitted effect of over 55% in size
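Cell growth measured by CellTiter-Glo luminescence after a minimum 48 h, 37 C compound exposure with 20 nM CPT in Tdp1-knockout DT40 cells stably expressing hTDP1, seeded 400/well; qHTS titration format.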
* marks the source's active call; other numbers are inactive results; u = inconclusive; x = no result given; & = joins results of further samples; [ ] = dose if it differs, or a comment. Calls come from the whole dose curve; as a rule, active = well fitted curve in the direction sought with a large enough effect; inconclusive = small, poorly fitted or top-dose-only effect, or another doubt; inactive = no such curve, though single readings can be large; an effect the other way counts as inactive or inconclusive. % is set by controls: 0 for no effect and ±100 for the full control effect; potency is the fitted concentration of half-maximal effect.

A first look:
SMILES | TDP1 cell noCPT | KAT2A inh | DT40 TDP1 CPT
Cc1c(C(N)=O)nnn1-c1ccc(Br)cc1 | -12% | -1% | 9%
CCOCCC(=O)Nc1ccc2c(c1)c(=O)n(C)n2-c1ccc2ccccc2c1 | 5.8µM* | x | 1.5µM*
CCOC(=O)NC(NCc1ccccc1Cl)(C(F)(F)F)C(F)(F)F | -1% | -9% | -16%
O=C(CNC(=S)N(CCCN1CCOCC1)Cc1cccs1)N1CCCC1 | -7% | -10% | 3%
Cc1cc(C(=O)CSc2nncn2C)c(C)n1-c1ccccc1 | -24% | -3% | -14%
OC(c1ccc(F)cc1)c1ncc(-c2ccc(Oc3ccccc3)cc2)[nH]1 (configuration not stated) | 16µM* | x | u

The whole of this part, repeating the preview:
SMILES | TDP1 cell noCPT | KAT2A inh | DT40 TDP1 CPT
Cc1c(C(N)=O)nnn1-c1ccc(Br)cc1 | -12% | -1% | 9%
CCOCCC(=O)Nc1ccc2c(c1)c(=O)n(C)n2-c1ccc2ccccc2c1 | 5.8µM* | x | 1.5µM*
CCOC(=O)NC(NCc1ccccc1Cl)(C(F)(F)F)C(F)(F)F | -1% | -9% | -16%
O=C(CNC(=S)N(CCCN1CCOCC1)Cc1cccs1)N1CCCC1 | -7% | -10% | 3%
Cc1cc(C(=O)CSc2nncn2C)c(C)n1-c1ccccc1 | -24% | -3% | -14%
OC(c1ccc(F)cc1)c1ncc(-c2ccc(Oc3ccccc3)cc2)[nH]1 (configuration not stated) | 16µM* | x | u
C/C(=N\NC(=O)c1ccccc1F)c1cccc(NC(=O)c2ccccc2)c1 | -18% | -2% | -24%
COc1ccc(NS(=O)(=O)c2cccc(NC(=O)c3ccccn3)c2)cc1 | u | -4% | 21µM*
CN(C)C(=O)c1cccc(-c2ccc3nncn3c2)c1 | -4% | x | -2%
CC(=O)Nc1ccc(N2C(=O)C3C4CC(=O)C(c5ccccc54)C3C2=O)cc1 (configuration not stated) | -4% | -5% | u
CSc1ncccc1C(=O)N1CCN(S(=O)(=O)c2cc(C)ccc2C)CC1 | -28% | -5% | -12%
CC(C)(C)c1ccc(CS(=O)(=O)CC(O)CN2CCCC2=O)cc1 (configuration not stated) | u | -2% | -28%
Nc1c2c(nc3c1CCC3)CCCC2 | -23% | -2%&-4% | 0%
COc1cccc(N2CC(C(=O)Nc3nnc(SCC(=O)Nc4cc(C)on4)s3)CC2=O)c1 (configuration not stated) | 6% | -12% | -1%
CC1(C)Cc2ccccc2C(N/N=C/c2ccc([N+](=O)[O-])cc2)=N1 | -7% | -5% | -16%
CSc1ccc(/C=N/S(=O)(=O)c2ccccc2)cc1 | 1% | -7% | -1%
O=C(OCC(=O)N1CCN(c2ccccc2)CC1)c1ccc2ccccc2n1 | -18% | 0% | 0%
CN(CC(=O)Nc1ccc(Cl)c(C(F)(F)F)c1)C(=O)C1CCC1 | u | 7% | u
Brc1cccc(CN2CCN(c3ncccn3)CC2)c1 | -5% | -2% | 4%
Cc1ccccc1-c1cc2nc(NCCN3CCNC3=O)n(C)c(=O)c2s1 | u | x | u
CS(=O)(=O)c1ccc(Cl)c(NC(=O)COc2ccc3c(c2)CCC3)c1 | -9% | -10% | -12%
COc1ccc(C(=O)COC(=O)c2cccc(NC(=O)c3ccc(OC)c(OC)c3)c2)cc1 | 10µM* | -6% | 18µM*
O=C(NCc1csc2ccc(Cl)cc12)Nc1cccc2ccccc12 | -2% | 0% | -9%
CC1Sc2ccc(S(=O)(=O)CCC(=O)N3CCN(c4ccccc4F)CC3)cc2NC1=O (configuration not stated) | -20% | -2% | -22%

For reference, part of the list above.
SMILES | TDP1 cell noCPT | KAT2A inh | DT40 TDP1 CPT
Cc1c(C(N)=O)nnn1-c1ccc(Br)cc1 | -12% | -1% | 9%
CCOCCC(=O)Nc1ccc2c(c1)c(=O)n(C)n2-c1ccc2ccccc2c1 | 5.8µM* | x | 1.5µM*
CCOC(=O)NC(NCc1ccccc1Cl)(C(F)(F)F)C(F)(F)F | -1% | -9% | -16%
O=C(CNC(=S)N(CCCN1CCOCC1)Cc1cccs1)N1CCCC1 | -7% | -10% | 3%

(cont.)
SMILES | TDP1 cell noCPT | KAT2A inh | DT40 TDP1 CPT
O=C(O)C(NS(=O)(=O)c1cccc2nsnc12)c1ccccc1 (configuration not stated) | 9% | 1% | -3%
O=C1CCc2ccccc2N1 | 4% | u | -4%
C/C(=N\Nc1nc(N2CCCCC2)nc(N2CCOCC2)n1)c1ccccc1O | 21µM* | 6% | u
CCN(C(=O)c1cc2c(=O)oc3ccccc3c2s1)c1ccc(C)c(C)c1 | u | -5% | u
O=C1C2C3C=CC(C3=C(c3ccccc3)c3ccccc3)C2C(=O)N1CCO (configuration not stated) | u | 2% | -28%
Cc1cccc(-c2cc3nc4c(c(N5CCCC(O)C5)n3n2)CCC4)c1 (configuration not stated) | 26µM* | -2% | u
COc1ccccc1CNC(=O)COC(=O)C1CCN(S(=O)(=O)c2ccc(C)c(C)c2)CC1 | 0% | -1% | 1%
COCCN(C(=O)CCCC(=O)Nc1ccccn1)C(C(=O)NC1CCCCC1)c1ccc(C)cc1 (configuration not stated) | u | -1% | -22%
CCc1cc(C(=O)NCc2c(C)ncc3c2CCN(C(=O)C2=CCCC2)C3)no1 | -11% | x | 12%[9.04 µM]
CCOc1ccccc1N(CC(=O)NC1CCCCC1)S(C)(=O)=O | -25% | -4% | -1%
Cc1cc(C)nc(-n2nc(C)c3c2NC(=O)CC3c2ccccc2OC(C)C)n1 (configuration not stated) | 18µM* | -4% | 16µM*
O=C(Cc1ccccc1)Nc1nc(-c2cccs2)cs1 | -28% | -16% | u

Taken from above.
Under DT40 TDP1 CPT, `CCOc1ccccc1N(CC(=O)NC1CCCCC1)S(C)(=O)=O` reads -1%
Under KAT2A inh, `O=C1C2C3C=CC(C3=C(c3ccccc3)c3ccccc3)C2C(=O)N1CCO` (configuration not stated) reads 2%

Next section:
SMILES | TDP1 cell noCPT | KAT2A inh | DT40 TDP1 CPT
CCN=C1SC(C(=O)NCCc2ccccc2)CC(=O)N1CC (configuration not stated) | -9% | -3% | 3%
Nc1nnc(CC(=O)N/N=C/c2ccc(-c3cccc(C(=O)O)c3)o2)s1 | -8% | -2% | -3%
CCS(=O)(=O)n1nc(-c2cccnc2)nc1NCc1ccc(F)cc1 | -29% | -2% | -29%
C/C(=N\NC(N)=S)C1=CCC2C3CC[C@H]4CC(O)CC[C@]4(C)C3CC[C@]12C (some centres not stated) | 5.2µM* | 8% | 18µM*
CCCOc1ccc(C(=O)CCC(=O)NNC(=O)c2cccs2)cc1 | 24% | -7% | -1%
Cc1cc(CNC(=O)CC2C(=O)NCCN2CC(C)(C)C)nn1C (configuration not stated) | 8% | -7% | 8%
Cc1ccc(NC(=O)c2c([N+](=O)[O-])c(C(C)(C)C)nn2C)c(C)c1 | 1% | -7% | 0%
CCn1cc(C(=O)N(C)Cc2ccccc2)c(=O)c2cc(S(=O)(=O)N3CCCCC3)ccc21 | -18% | -3% | -17%
Cc1nnc(Nc2ccc(F)cc2)c2ccccc12 | -28% | -7% | 6%
CCS(=O)(=O)Nc1cccc(C2=NN(C(=O)c3ccco3)C(c3ccco3)C2)c1 (configuration not stated) | 2.6µM* | -10% | 4.6µM*
CC(C)[C@@H](COc1ccccc1)N1CCN(Cc2ccccc2)CCC1=O | u | -3% | 11µM*
Cc1cc2c(Nc3ccccc3O)ncnc2s1 | -22% | x | -20%
O=C(Nc1ccc(F)cc1F)c1cc(-c2ccco2)nc2ccccc12 | 16µM* | -11% | u
CCc1nc2c(OCC(=O)C(C)(C)C)cccn2c1N(C=O)Cc1ccccc1 | -6% | x | -2%
Oc1c(C(c2ccc(Cl)cc2Cl)N2CCCC2)sc2nc(-c3ccco3)nn12 (configuration not stated) | -22% | -1% | -7%
COC(=O)c1ccccc1NC(=O)CSc1nc(O)cc(=O)n1C1CCCC1 | -12% | -2% | -27%
CCCCOc1ccc(C(=O)N2CCNC(=O)C2)cc1 | -4% | -1% | 14%
CCCCN(C)CCn1c(=S)[nH]c2ncccc2c1=O | -1% | -3% | -22%
Cc1[nH]nc2ncc(C(=O)c3cc(Cl)cc(Cl)c3O)cc12 | -13% | 1% | -10%
CCOC(=O)Cn1nc(C)n(-c2ccc(C(C)(C)C)cc2)c1=O | -30% | -8% | -16%
O=C1[C@@H]2[C@H](C(=O)N1CC(O)COCc1ccccc1)C1C=C[C@H]2C1 (some centres not stated) | 9% | x | -1%
CCCNC(=O)N1[C@H](c2cccs2)[C@@H](C)C(=O)[C@@H](C)[C@@H]1c1cccs1 | u | -22% | -27%
COc1ccc(Cl)cc1NC(=O)c1cc2ccc3ccc(C)[nH]c3c2n1 | 23µM* | -4% | u
O=c1c2sc3ccccc3c2n(Cc2ccccc2F)c(=O)n1-c1ccccc1Cl | 9.2µM* | -5% | 21µM*
Cc1ccc(C(=O)CSc2nnc(Cn3nnc4ccccc43)n2C)cc1 | -16% | -3% | -21%
COC(=O)C1=C(C(=O)OC)[C@]2([C@@H]3C/C=C\CN[C@@H](Cc4ccccc4)C(=O)N3Cc3ccccc3)C=C[C@H]1O2 | u | x | 25µM*
CC(=NNC(=O)c1ccncc1)c1ccc(Cl)cc1Cl | -12% | x | 5%
CCNC(=S)N1CCN(C(=O)C(Cc2ccccc2)NC(C)=O)CC1 (configuration not stated) | -2% | 6% | -3%
Cc1ccc(NC(=O)C2CCCN(S(=O)(=O)c3ccc4[nH]c(=O)ccc4c3)C2)nc1 (configuration not stated) | 20% | -14% | -15%
COc1ccc(N2CCN(CCS(=O)(=O)c3cc(Cl)ccc3Cl)CC2)cc1 | u | 1% | u
O=C(NCCc1ccccc1C(F)(F)F)c1cc(COc2ccccc2)on1 | 16µM* | x | 16µM*
Cc1cc2occ(CC(=O)NC3=NCCS3)c2cc1C(C)C | -12% | -2% | -21%
c1ccc(N=Nc2ccc(C3=NCCO3)cc2)cc1 | -22% | x | -4%
CCC(C(=O)NC(C)(C)C)N(C(=O)Cn1nnc(-c2ccccc2F)n1)c1cccc2c1CCCC2 (configuration not stated) | 18µM* | -13% | u
COC(=O)c1cc(Br)ccc1-c1ccc(/C=N/n2nnnc2N)o1 | u | -4% | u
N#Cc1c(Nc2ccccc2)sc(C(=O)c2ccccc2)c1N | u | -5% | -2%
O=C(NN1CC(C(=O)OCc2ccc(Br)cc2)CC1=O)c1ccccc1 (configuration not stated) | 21% | -1% | 2%
CCSc1nc2sc3c(c2c(=O)[nH]1)CC(C)(CC)OC3 (configuration not stated) | -11% | -3% | -22%
c1ccc(NCCSc2nc3ccccc3s2)cc1 | -2% | x | -3%
CCOc1ccccc1N(CC)C(=O)Cn1ncc2c(=O)oc3ccccc3c21 | 1% | 3% | 5%
O=[N+]([O-])c1ccccc1N/N=C/c1ccccc1 | u | -15% | -1%
CC(=O)c1sc2c(c1OC(=O)c1ccc(Cl)cc1)c(=O)n(-c1ccccc1)c(=S)n2-c1ccccc1 | u | x | u
CCCNC(=O)C(Cc1ccc(OC)cc1)NC(=O)c1ccc(Cl)cc1 (configuration not stated) | u | 1% | -22%
CCOc1cc(-c2noc(N)c2C#N)cc(OCC)c1OCC | u | 1% | u
CCCc1cc(=O)oc2cc(C)cc(OCC(=O)NCCN3CCOCC3)c12 | 9% | -8% | -17%
CCCCN(C)C(=S)Nc1ccc(Oc2ccccc2)cc1 | u | -3% | -25%
O=C(Nc1ccc(Cl)cc1)Nc1nnc(CSCc2ccccc2)s1 | 18µM* | 73%[activator] | 16µM*
CNS(=O)(=O)c1cn(CC(=O)Nc2ccc(F)cc2F)cc1S(=O)(=O)NC | -11% | -13% | -12%
Cc1ccccc1NC(=O)CCCCCN1C(=O)[C@@H]2Cc3ccccc3CN2C1=O | -30% | -3% | u
CC(NC(=O)c1cc(F)ccc1F)c1nnc2n1CCN(Cc1ccco1)CC2 (configuration not stated) | 17% | x | 20%
O=C(Nc1ccc(S(=O)(=O)N2CCCCC2c2cccnc2)cc1)c1c(F)cccc1F (configuration not stated) | u | -12% | u
CCCN1C2CCCC1CC(NC(=O)NC13CC4CC(CC(C4)C1)C3)C2 (configuration not stated) | u | -23% | 16µM*
COc1cccc(CNC(=O)c2c(OC)cc(=O)n3c2CCN(C(=O)c2csc(C)n2)CC3)c1 | -1% | x | 0%
CCC1CN(C(=O)N2CCC(C(=O)NCCc3cc(OC)ccc3OC)CC2)c2ccccc2O1 (configuration not stated) | 21µM* | -16% | 16µM*
Cc1c(OC(C)C(=O)N2C[C@H]3C[C@@H](C2)c2cccc(=O)n2C3)ccc2c3c(c(=O)oc12)CCC3 (some centres not stated) | 3% | -14% | u
O=Cc1c(OCc2ccccc2)ccc2ccccc12 | -14% | -5% | -14%
Cn1c(Oc2ccc(F)cc2)c(C=O)c2ccccc21 | u | -7% | u
CCOc1ccccc1NC(=O)CCn1cnnn1 | -1% | 1% | 0%

Bioassay records from PubChem BioAssay.
